Screening results (PubChem)
CXCR6 block = CXCR6 receptor inhibitors, primary screen, cell-based, beta-arrestin, luminescence, CHO-K1 PathHunter, 1536-well; C-X-C chemokine receptor type 6 (Homo sapiens), O00574; inhibition, % at 20 µM; 360,000 compounds, 0.36% hits; AID 602244, 2012; in the data active = inhibition above about 34%, passing the limit was not always enough;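 note: antagonist mode with CXCL16 agonist at 10 nM final; 0% = 10 nM CXCL16 with DMSO and 100% = unstimulated wells without agonist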
Gli-Sufu block = Gli-Sufu pathway antagonists, primary screen, luciferase luminescence, Sufu-KO-LIGHT cells, uHTS; Sufu-KO-LIGHT fibroblasts, Gli luciferase reporter luminescence; inhibition, % at 5 µM; 340,000 compounds, 0.74% hits; AID 588413, 2011;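 active = inhibition above about 55%, limit read from the data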;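 note: 0% = DMSO-treated cells and 100% = wells with medium but no cells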
A3G deaminase = APOBEC3G DNA deaminase inhibitors, primary screen, biochemical, fluorescence, single-stranded DNA substrate, uHTS. AID 493012, 2011. recombinant A3G, ssDNA deamination FAM/TAMRA fluorescence. inhibition, % at 20 µM. 330,000 compounds, 0.28% hits. DNA dC->dU-editing enzyme APOBEC-3G (Homo sapiens), Q9HC16;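 active = inhibition of at least 40% at 20 µM, with no more than 30% in the related APOBEC3A deaminase screen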;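 note: plate controls were DMSO wells with A3G for no effect and wells lacking A3G enzyme for full effect; some compounds called inactive have numbers as strong as hits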
Target sequence (Q9HC16 whole entry, looked up): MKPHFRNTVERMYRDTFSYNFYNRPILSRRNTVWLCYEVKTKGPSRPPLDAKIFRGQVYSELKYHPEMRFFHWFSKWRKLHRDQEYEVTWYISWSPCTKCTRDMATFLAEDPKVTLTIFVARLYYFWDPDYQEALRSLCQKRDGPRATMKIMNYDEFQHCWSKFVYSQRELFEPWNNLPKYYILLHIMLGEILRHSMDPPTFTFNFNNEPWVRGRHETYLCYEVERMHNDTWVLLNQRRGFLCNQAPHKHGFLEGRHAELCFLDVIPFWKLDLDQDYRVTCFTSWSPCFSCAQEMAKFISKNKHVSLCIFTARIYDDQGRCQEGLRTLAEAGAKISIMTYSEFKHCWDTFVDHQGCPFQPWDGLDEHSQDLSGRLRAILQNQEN
GRIN3A LBD mod = binders of NR3A ligand-binding domain, primary screen, biophysical, differential scanning fluorimetry, uHTS; Glutamate receptor ionotropic, NMDA 3A (GRIN3A) ligand-binding domain; NR3A LBD differential scanning fluorimetry, Tm shift; 0% = protein alone, 100% = glycine-bound protein; Tm shift relative to glycine control, % at 25 µM; 340,000 compounds, 2.5% hits; AID 1259313, 2017;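 active = melting temperature shift of at least 10% of the positive control shift, at one fixed dose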
MPTP block = mitochondrial permeability transition pore inhibitors, primary screen, biochemical, isolated mouse mitochondria, absorbance | inhibition, % at 10 µM | AID 602449, 2012 | Ca2+ swelling absorbance, 30 min | 360,000 compounds, 1.4% hits;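 active = inhibition of 50% or more, scaled per plate between neutral and stimulator controls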;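 note: 0% = DMSO wells given calcium and 100% = 1 mM EGTA wells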
A3A deaminase = APOBEC3A ssDNA deaminase inhibitors, primary screen, selectivity assay for APOBEC3G inhibitor project, biochemical, FAM/TAMRA oligo cleavage fluorescence; DNA dC->dU-editing enzyme APOBEC-3A (Homo sapiens), P31941; 330,000 compounds, 0.41% hits; recombinant A3A, FAM/TAMRA ssDNA deamination fluorescence; inhibition, % at 20 µM;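 active = at least 40% inhibition at 20 µM here, with at most 30% in a related deaminase screen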;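 note: plate controls were A3A with DMSO for no effect and wells lacking A3A enzyme for full effect; some results filed as inactive read as strong as hits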
Target sequence (P31941 whole entry, looked up): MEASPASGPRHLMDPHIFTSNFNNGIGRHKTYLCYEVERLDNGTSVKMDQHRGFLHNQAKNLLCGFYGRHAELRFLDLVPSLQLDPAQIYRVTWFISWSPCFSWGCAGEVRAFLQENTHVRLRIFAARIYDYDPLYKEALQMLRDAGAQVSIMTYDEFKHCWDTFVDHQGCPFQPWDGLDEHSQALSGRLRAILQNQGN
CCR6 antagonist = CCR6 receptor antagonists, primary screen, cell-based, CHO-K1, luminescence, beta-arrestin, uHTS. C-C chemokine receptor type 6 (Homo sapiens), P51684. CHO-K1 CCR6 PathHunter beta-arrestin, CCL20-stimulated. inhibition, % at 20 µM. 340,000 compounds, 0.49% hits;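 active = compounds whose inhibition of the agonist-driven luminescence signal at 20 µM reaches about 50%, limit read from the data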;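 note: cells stimulated with CCL20 at 14 nM final; plate controls were DMSO with CCL20 for no effect and DMSO without agonist for full effect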
Target sequence (P51684 whole entry, looked up): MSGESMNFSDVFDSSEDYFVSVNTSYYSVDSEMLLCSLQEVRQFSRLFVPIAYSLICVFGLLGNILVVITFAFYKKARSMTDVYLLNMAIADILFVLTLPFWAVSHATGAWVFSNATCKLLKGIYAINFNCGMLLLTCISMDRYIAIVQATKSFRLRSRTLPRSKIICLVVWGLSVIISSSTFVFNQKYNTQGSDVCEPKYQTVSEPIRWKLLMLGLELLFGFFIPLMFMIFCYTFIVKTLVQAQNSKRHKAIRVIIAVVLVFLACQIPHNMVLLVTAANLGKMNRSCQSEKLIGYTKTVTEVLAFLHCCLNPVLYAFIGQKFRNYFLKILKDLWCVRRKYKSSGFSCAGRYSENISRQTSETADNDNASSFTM
EBI2 antag = EBI2 receptor antagonists, beta-arrestin recruitment, primary screen, cell-based, luminescence, 7a,25-OHC stimulation, uHTS; 360,000 compounds, 0.81% hits; 7a,25-OHC stimulated; inhibition, % at 5 µM; G-protein coupled receptor 183 (Homo sapiens), P32249; AID 651636, 2012; in the data active = inhibition above about 38%;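 note: enzyme fragment complementation signal reports receptor beta-arrestin coupling in cells; 0% = agonist plus DMSO wells and 100% = wells without agonist; some results beyond the cut were filed as inactive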
* = called active by the depositor; . = not tested or not shown.

SMILES	CXCR6 block	Gli-Sufu block	A3G deaminase	GRIN3A LBD mod	MPTP block	A3A deaminase	CCR6 antagonist	EBI2 antag
CC(=O)N1CCc2cc(S(=O)(=O)NC(C(=O)N3CCN(c4ccccc4F)CC3)C(C)C)ccc21 (centres undefined)	5	14	4	-1	-3.2	4	-7	0
CCOC(=O)c1csc(NC(=O)c2ccc(S(=O)(=O)N(CC)CC)cc2)n1	3	5	1	4	2.0	3	-1	-3
CCOC(=O)N1CCN(c2c(NCCc3ccc(OCC)c(OCC)c3)c(=O)c2=O)CC1	0	18	-7	0	-2.7	-6	5	-4
O=C(O)c1cc(=O)c2c(OCC(O)COc3cccc4oc(C(=O)O)cc(=O)c34)cccc2o1	-2	3	.	-1	-1.3	.	1	-6
Cc1ccc(N(CC(=O)NC2CCCC2)C(=O)CNC(=O)c2cccs2)cc1C	6	.	-3	-3	-2.3	-1	14	6
CCOC(=O)C1CCCN(C(=S)Nc2cccc(Cl)c2)C1 (centres undefined)	-6	6	-7	0	2.2	1	2	0
Cc1cc(C)cc(-n2ncc3c2CCCC3NC(=O)CN2CCCC2=O)c1 (centres undefined)	2	6	-5	5	-2.0	-6	14	-2
CC1CCN(CCCNC(=O)CN2CCN(Cc3ccc(Cl)cc3)C2=O)CC1	0	6	-10	-1	-1.5	-1	5	-5
COc1cccc(/C=C/C(=O)NNC(=O)c2ccco2)c1OC	2	-38	4	-2	0.8	1	0	-14
O=C(CCSc1nnc2scc(-c3ccccc3)n12)Nc1nc(-c2ccccc2)ns1	6	-22	-1	9	8.0	4	8	5
COCCN(C(=O)c1cc2c(s1)CCC2)c1c(N)n(CC(C)C)c(=O)[nH]c1=O	2	3	27	-1	-0.3	28	5	-9
O=C(NCc1ccco1)C1CC(c2ccc(C(F)(F)F)cc2)=NO1 (centres undefined)	-8	16	-13	-2	0.1	-5	-5	-21
Cc1ccc(-c2cc(Cc3cccs3)c(=O)[nH]n2)cc1	7	7	-5	0	2.3	-2	13	11
O=C(NCC(c1ccco1)N1CCOCC1)c1ccc(F)c(F)c1 (centres undefined)	0	-7	-1	1	-1.5	-1	3	-1
COc1ccc(C(=O)NCC(C)(C)N2CCOCC2)cc1S(=O)(=O)N1CCCC1	12	-6	-9	-2	0.6	-1	-10	-5
CC1=NC(=O)C(N=Nc2ccccc2)N1c1ccccc1 (centres undefined)	16	10	-7	-3	1.0	1	37	19
COC(=O)c1ccc(-n2cnc(Cl)n2)c(F)c1	-4	-11	-8	-1	-2.4	-2	-1	-3
C/C(Cl)=C\C[N+](C)(C)CC(=O)OCCc1ccccc1	1	0	-1	1	1.8	-2	0	3
Cc1ccc(S(=O)(=O)N2CCCC(C(=O)NCCCN3CCCCC3C)C2)cc1 (centres undefined)	-2	3	-4	-2	2.5	0	0	2
O=C1NC[C@H](c2ccccc2)N(CC2CCCCC2)C1=O	-1	-9	-6	3	-0.1	0	1	1
CCOC(=O)N1CCC(NCCNC(=O)c2cccc(F)c2)CC1	6	14	4	-1	0.9	2	9	-7
COc1ccccc1N1CCN(CCCCOc2ccc(C)cc2C)CC1	1	29	-1	0	0.2	1	18	14
COc1ccc(Cc2n[nH]c(=S)n(N)c2=O)cc1	3	1	-18	2	1.1	-2	-5	-1
O=C(CCC1CCN(Cc2ccc(C#CCCO)cc2)CC1)NC1CC1	1	41	-4	3	0.1	-2	1	17
CC(=O)NC(c1ccco1)c1cc(Cl)c2ccc(Cl)nc2c1O (centres undefined)	2	-15	-7	0	-1.6	-3	2	-4
Cc1cc2c(cc1S(=O)(=O)NCc1ccccc1)NC(=O)CO2	6	12	-8	.	-2.9	-2	1	-2
COc1ccc(NC(=O)CSc2ccc3nnc(-c4cccnc4)n3n2)c(OC)c1	6	-1	-2	-3	-1.3	1	-8	3
O=C(COC(=O)C1CC2C=CC1C2)Nc1c(Br)cc([N+](=O)[O-])cc1Br (centres undefined)	-1	1	-4	-5	0.2	-2	-4	-2
Cc1ccc(NS(=O)(=O)c2cccc3cccnc23)c(Cl)c1	3	0	-6	1	0.6	0	19	2
COc1cccc(OCc2cc(C(=O)N3CCN(C)C(c4ccccc4)C3)no2)c1 (centres undefined)	-1	3	-8	0	-0.5	-7	21	-3
Cc1ccc(S(=O)(=O)N2CCOCC2)cc1NC(=O)CSc1nc(N)cc(N)n1	7	-1	-4	0	0.3	1	-6	1
CCOc1ccc(N2C(=O)CC(Sc3nc(O)c(CC)c(=O)[nH]3)C2=O)cc1 (centres undefined)	5	1	-2	0	0.7	-3	0	-6
CCn1c(COc2cccc(C)c2C)nnc1SCC(=O)Nc1cc(C)on1	0	9	-6	-1	-0.3	-1	5	1
COc1ccc(Oc2nc(-c3ccncc3)nc3ccccc23)cc1	6	1	-9	-3	0.3	-2	4	21
COCC(C)N=CC1=C(O)CC(C)(C)CC1=O (centres undefined)	-3	6	-3	1	-1.7	-2	12	5
CNC(=O)c1sccc1SCc1ccc(Cl)cc1Cl	-2	-1	-3	-2	-0.7	2	10	0
CCn1c(=O)c2ccccc2n(Cc2ccccc2C)c1=O	-1	-10	-10	-1	0.1	-1	18	1
CCCN1CCN(C(=O)Nc2cccc(C(F)(F)F)c2)CC1	-7	6	-7	-3	72*	4	13	6
CC(=O)c1ccc(N(CC(=O)NC2CCCCC2)C(=O)CNC(=O)c2cccs2)cc1	4	-15	-1	0	-0.4	1	20	-7
CC1CCC2(CC1)NC(=O)N(NC(=O)CSc1nnc(NC3CC3)s1)C2=O (centres undefined)	6	-2	-7	-1	0.1	-2	3	-17

Already shown: entries from further up.
SMILES	CXCR6 block	Gli-Sufu block	A3G deaminase	GRIN3A LBD mod	MPTP block	A3A deaminase	CCR6 antagonist	EBI2 antag
COc1ccc(NC(=O)CSc2ccc3nnc(-c4cccnc4)n3n2)c(OC)c1	6	-1	-2	-3	-1.3	1	-8	3
O=C(COC(=O)C1CC2C=CC1C2)Nc1c(Br)cc([N+](=O)[O-])cc1Br (centres undefined)	-1	1	-4	-5	0.2	-2	-4	-2
Cc1ccc(NS(=O)(=O)c2cccc3cccnc23)c(Cl)c1	3	0	-6	1	0.6	0	19	2
COc1cccc(OCc2cc(C(=O)N3CCN(C)C(c4ccccc4)C3)no2)c1 (centres undefined)	-1	3	-8	0	-0.5	-7	21	-3
Cc1ccc(S(=O)(=O)N2CCOCC2)cc1NC(=O)CSc1nc(N)cc(N)n1	7	-1	-4	0	0.3	1	-6	1
CCOc1ccc(N2C(=O)CC(Sc3nc(O)c(CC)c(=O)[nH]3)C2=O)cc1 (centres undefined)	5	1	-2	0	0.7	-3	0	-6
CCn1c(COc2cccc(C)c2C)nnc1SCC(=O)Nc1cc(C)on1	0	9	-6	-1	-0.3	-1	5	1
COc1ccc(Oc2nc(-c3ccncc3)nc3ccccc23)cc1	6	1	-9	-3	0.3	-2	4	21
COCC(C)N=CC1=C(O)CC(C)(C)CC1=O (centres undefined)	-3	6	-3	1	-1.7	-2	12	5
CNC(=O)c1sccc1SCc1ccc(Cl)cc1Cl	-2	-1	-3	-2	-0.7	2	10	0
CCn1c(=O)c2ccccc2n(Cc2ccccc2C)c1=O	-1	-10	-10	-1	0.1	-1	18	1
CCCN1CCN(C(=O)Nc2cccc(C(F)(F)F)c2)CC1	-7	6	-7	-3	72*	4	13	6
CC(=O)c1ccc(N(CC(=O)NC2CCCCC2)C(=O)CNC(=O)c2cccs2)cc1	4	-15	-1	0	-0.4	1	20	-7
CC1CCC2(CC1)NC(=O)N(NC(=O)CSc1nnc(NC3CC3)s1)C2=O (centres undefined)	6	-2	-7	-1	0.1	-2	3	-17

(listing goes on)
SMILES	CXCR6 block	Gli-Sufu block	A3G deaminase	GRIN3A LBD mod	MPTP block	A3A deaminase	CCR6 antagonist	EBI2 antag
CCOC(=O)C1=C(COC(=O)/C=C/c2ccc(OC)c(OC)c2)NC(=O)NC1C (centres undefined)	-5	-7	-8	1	-0.3	-5	-2	-8
CCOC(=O)c1ccc(S(=O)(=O)N2CCN(CC(O)COc3ccc(C#N)cc3)CC2)cc1 (centres undefined)	-6	-8	-9	1	-0.1	-2	15	50*
CCN1C(=O)/C(=C2\SC(=S)N(c3c(C)n(C)n(-c4ccccc4)c3=O)C2=O)c2ccccc21	27	-19	-3	2	2.8	-2	37	22
O=C1c2ccccc2C(=O)c2c1ccc(O)c2O	17	3	.	-8	10	.	43	9
COc1ccc(CNC(=O)c2cccc(-c3ccc(C)c4ccccc34)n2)cc1	2	-1	-2	-1	1.0	2	3	-5
CC(c1ccccc1)C1NC(C(=O)O)CS1 (centres undefined)	-8	-19	-9	1	-4.3	-4	-3	-11
O=C(COc1ccc(Cl)c2cccnc12)N1CCOCC1	8	-7	-7	0	0.5	-5	1	-7
CC(C)c1ccccc1NS(=O)(=O)N(C)C	5	27	-3	-3	1.6	-1	11	-4
O=S(=O)(c1cccc(C(F)(F)F)c1)N1CCCC1c1cccnc1 (centres undefined)	-6	0	0	2	3.3	0	4	-14
O=C(CSc1nnc(SCc2cccc3ccccc23)s1)N/N=C/c1c[nH]c2ccccc12	-9	-9	-5	22*	3.1	-1	19	12
Cc1c(NS(=O)(=O)c2cccc(C(=O)NCc3ccccc3Cl)c2)c(=O)n(-c2ccccc2)n1C	10	3	-4	0	-1.1	-1	1	-1
CC(C)C1Oc2ccccc2N(CC(=O)NC2CCCCC2)C1=O (centres undefined)	-4	0	-10	-4	-0.5	-2	4	13
CCOc1ccc(S(=O)(=O)N2CCC(C(=O)NCc3ccco3)CC2)cc1C	-10	20	-6	-4	0.0	0	12	-10
O=C(CSc1nc(-c2ccc(F)cc2)cs1)Nc1ccccn1	5	-9	-1	13*	3.0	-3	-8	17
CC(C)(C)OC(=O)C[C@@H]1C/C=C\C[C@@H](CC(=O)NCCO)C(=O)NC[C@@H](c2ccccc2)OC1=O	3	-8	-6	0	-0.1	2	-8	-7
S=C(NCc1ccncc1)Nc1ccc(Cl)c(Cl)c1	-9	-7	-5	-5	88*	-1	10	4
O=C(c1ccc(NS(=O)(=O)c2ccccc2)cc1)N1CCOCC1	2	-12	2	-1	0.1	-3	5	-2
CCOC(=O)c1sc(NC(=O)c2cc(-c3cccc(O)c3)on2)c(C(=O)OCC)c1C	3	-3	-6	-3	-2.5	-2	5	4
